# NPSR antagonist – antagonists of human neuropeptide S receptor cAMP signaling. CHO-NPSR cells, cAMP TR-FRET, antagonist mode. Potency, µM (top dose mostly 38.3 µM), for the others: top-dose activity change, negative = inhibition, usual class: inhibitors. 1% of 220,000 active. AID 1461; also: potency is read from the fitted curve at half-maximal effect; % is scaled to controls: 0 for no effect and ±100 for the full control effect; nearly all actives have a fitted effect of over 50% in size; many of its hits are not listed in these tables
# Target sequence (Q6W5P4 whole entry, looked up): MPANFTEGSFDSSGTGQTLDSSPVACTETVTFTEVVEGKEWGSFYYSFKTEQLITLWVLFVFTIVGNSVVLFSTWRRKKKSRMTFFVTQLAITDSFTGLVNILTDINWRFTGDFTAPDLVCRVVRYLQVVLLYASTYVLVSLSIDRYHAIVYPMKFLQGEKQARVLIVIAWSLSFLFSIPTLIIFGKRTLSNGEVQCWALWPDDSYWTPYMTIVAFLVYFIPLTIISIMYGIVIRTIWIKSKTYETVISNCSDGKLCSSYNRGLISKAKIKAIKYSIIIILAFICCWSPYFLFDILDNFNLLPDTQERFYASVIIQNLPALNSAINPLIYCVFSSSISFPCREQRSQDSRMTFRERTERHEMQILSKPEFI
# IMPase Li inh – cell-permeable IMPase inhibitors with lithium potentiation | AID 1457 | 0.35% of 210,000 active | Potency, µM (series often up to 59.4 µM), for inactives: at the top dose activity, negative = IMPase inhibition, usual class: inhibitors | CHO-M1 cells, IP1 TR-FRET (IP-One), carbachol + lithium;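 also: IP1 builds up when IMPase is blocked and the TR-FRET signal falls; potency is read from the fitted curve at half-maximal effect; plate controls were basal vehicle for no effect and high inhibitor control for full effect; nearly all actives have a fitted effect of over 50% in size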
#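 Steps: plate 2000 CHO-M1 cells per well and culture 16–30 h; add compound and lithium; incubate 30 min, 37C; add d2-IP1 tracer and Eu cryptate anti-IP1 antibody in lysis buffer; read after 10 min at room temperature.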
# Epigenetic derep – regulators of epigenetic silencing causing reporter derepression in mouse cells; AID 1865; 0.2% of 280,000 active; murine LDR cells, GFP reporter derepression, 30 h; Potency, µM (highest dose often 53.9 µM), inactives show at the top dose GFP activation, actives largely listed as activators; also: potency is read from the fitted curve at half-maximal effect; % of control where 0% means no effect; nearly all actives have a fitted effect of over 60% in size
#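 Murine LDR cells carrying a silenced, genomically integrated CMV-driven GFP reporter were exposed to compound for 30 hours at 37 C. After PBS washes, GFP-positive cells (20–120 um objects) were counted by laser-scanning microplate cytometry.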
# LMNA splice mod – changes lamin A minigene splicing in HeLa cells; HeLa LMNA splicing GFP/RFP minigene ratio, 48 h; Potency, µM (top dose mostly 46.1 µM), inactives show top-dose ratio change, negative = inhibition, hits mostly inhibitors; 0.01% of 200,000 active; active = well fitted inhibition curve with a large enough effect in the signal ratio, with a control signal flat, not every such curve was filed as active; inconclusive = small, poorly fitted or top-dose-only effect, or effect the other way, or a change in a side signal; the % refers to the signal ratio; also: potency is read from the fitted curve at half-maximal effect; % is scaled to controls: 0 for no effect and ±100 for the full control effect
#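 Read-out is the ratio of GFP to DsRed2 object intensity, acquired by 488 nm laser-scanning cytometry on HeLa lamin A-EGFP minigene reporter cells. Compound incubation 48 hrs at 37 °C in Opti-MEM with 2% FBS; DMSO 0.5% final.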
# CBFb-RUNX1 inh – CBF-beta/RUNX1 interaction disruption; AlphaScreen CBFb-His/RUNX1-biotin binding, biochemical; Potency, µM (titrated, usually from 59.8 µM), for inactives: top-dose activity, negative = inhibition, hits mostly inhibitors; 230,000 tested, under 10 active; also: % of control where 0% means no effect
# Target sequence (Q01196 whole entry, looked up): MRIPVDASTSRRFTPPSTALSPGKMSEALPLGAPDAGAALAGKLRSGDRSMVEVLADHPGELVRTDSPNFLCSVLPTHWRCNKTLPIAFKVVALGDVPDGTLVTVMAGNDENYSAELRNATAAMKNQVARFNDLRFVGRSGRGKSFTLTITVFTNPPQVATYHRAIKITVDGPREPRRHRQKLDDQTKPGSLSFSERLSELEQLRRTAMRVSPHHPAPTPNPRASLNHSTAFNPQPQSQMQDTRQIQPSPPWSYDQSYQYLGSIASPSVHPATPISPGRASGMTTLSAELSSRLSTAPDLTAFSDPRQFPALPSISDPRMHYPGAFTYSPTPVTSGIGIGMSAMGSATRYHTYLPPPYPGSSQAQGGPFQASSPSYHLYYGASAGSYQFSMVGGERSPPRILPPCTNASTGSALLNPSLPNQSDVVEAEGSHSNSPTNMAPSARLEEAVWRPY
# Target sequence (Q13951 whole entry, looked up): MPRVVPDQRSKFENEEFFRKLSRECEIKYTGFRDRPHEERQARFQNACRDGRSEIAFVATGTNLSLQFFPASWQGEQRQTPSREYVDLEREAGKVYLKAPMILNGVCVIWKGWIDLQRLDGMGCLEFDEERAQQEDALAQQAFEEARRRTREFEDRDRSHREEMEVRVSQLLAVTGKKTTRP
#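 AlphaScreen proximity signal reports loss of binding between His-tagged CBF-beta and biotin-labelled RUNX1, each at 30 nM. Proteins are pre-associated for 20 minutes, compounds added for 15 minutes, then beads for 90 minutes, all at ambient temperature.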
# KinaseGlo FLuc – Kinase-Glo luciferase inhibition (counter-screen); Kinase-Glo luciferase, ATP luminescence, 8 min; Q27757; AID 1379; 0.28% of 200,000 active; Potency, µM (titrated, usually from 38.3 µM), for the others: top-dose activity change, negative = inhibition, actives largely listed as inhibitors; also: potency is read from the fitted curve at half-maximal effect; % is scaled to controls: 0 for no effect and ±100 for the full control effect; nearly all actives have a fitted effect of over 60% in size
#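 Substrate mix (final 50 mM imidazole pH 7.2, 50 mM KCl, 7 mM MgCl2, 10 uM ATP, 0.01% Tween 20, 0.05% BSA) plus pin-tool compound, then Kinase-Glo detection mix; 8 min ambient, luminescence read.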
# HttQ103 aggreg – inhibitors of mutant huntingtin aggregate formation in PC12 cells; Potency, µM (titrated, usually from 46.1 µM), inactives show top-dose activity change, negative = inhibition, usual class: inhibitors; PC12 HttQ103-GFP aggregates, Acumen cytometry, 40 h; 1.1% of 220,000 active; also: potency is read from the fitted curve at half-maximal effect; % is scaled to controls: 0 for no effect and ±100 for the full control effect; nearly all actives have a fitted effect of over 60% in size
#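 Read-out: GFP aggregate count by laser scanning cytometer (488 nm excitation, 500-530 nm emission, 1–25 µm objects >6 SD above background). Cells: PC12, inducible HTTex1-Q103-GFP, 100 nM tebufenozide; compounds titrated.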
# Numbers without * were called inactive; u = inconclusive; x = not tested or not shown; & = joins results of further samples; [ ] = dose if it differs, or a comment. Unless noted, calls follow the shape of the dose curve; as a rule, active = well fitted curve in the direction sought with a large enough effect; inconclusive = small, poorly fitted or top-dose-only effect, or another doubt; inactive = no such curve, though single readings can be large; an effect the other way counts as inactive or inconclusive. The list is partial; the hit share may differ from the screen's.
# Each structure is followed by: IMPase Li inh	NPSR antagonist	KinaseGlo FLuc	CBFb-RUNX1 inh	LMNA splice mod	Epigenetic derep	HttQ103 aggreg
> O=c1/c(=C\c2ccc(F)cc2)sc2n1CCCN=2
  -2%	-7%	-12%	14%	28%[9.22 µM]	-3.7%	-13%
> CC(C)[C@H](NC(=O)c1ccccc1F)C(=O)Nc1nc2c(s1)CCCC2
  0%	0%	-1%	8%	u	0.0%	-9%
> O=C(Nc1nn[nH]n1)C12CC3CC(CC(C3)C1)C2
  13%[38.3 µM]	10%[46.1 µM]	-1%	-10%	-2%	2.7%	21%
> O=C(Nc1cccc(F)c1)NC1CC2CCCC(C1)N2C1CC1 (stereo not drawn)
  6%[38.3 µM]	0%[46.1 µM]	-3%	1%	-2%	-0.4%	11%
> CN1c2ccccc2Oc2nnc(Cl)cc21
  -4%	-4%	3%	4%	-17%[46 µM]	-1.9%	-4%[9.22 µM]
> CCOC(=O)N(C)S(=O)(=O)c1ccccc1[N+](=O)[O-]
  -3%	10%	-2%	2%	-10%[46 µM]	-0.2%	10%
> CCOC(=O)N1CCN(C(=O)c2ccc(Cl)c(S(=O)(=O)Nc3ccccc3)c2)CC1
  21%[38.3 µM]	-11%[46.1 µM]	1%	5%	u	1.0%	-31%
> CSc1ccccc1NS(=O)(=O)c1ccccc1
  -7%[38.3 µM]	2%[46.1 µM]	0%	1%	13%	-1.8%	-8%
> Cc1ccc(-c2nn3c(C)nnc3c3ccccc23)cc1S(=O)(=O)NC(C)(C)CO
  -6%	-18%	-2%	-5%	u	0.4%&-1.1%	-6%[9.22 µM]
> O=C(NCc1ccccc1)c1onc(CSc2ccc(F)cc2)c1C(=O)NCCCN1CCOCC1
  14%[38.3 µM]	-18%[46.1 µM]	4%	1%	10%	0.0%	-8%
> NC(=O)c1cc(Cl)cn(-c2ccccc2)c1=O
  -6%[38.3 µM]	-2%[46.1 µM]	-1%	-1%	-1%	2.8%	4%
> COc1ccc(OC)c(NC(=O)CCC(=O)N(Cc2ccc(OC)c(OC)c2)c2nccs2)c1
  9%	-4%	3%	-24%	x	-6.3%	-20%[9.22 µM]
> COc1ccc(NC(=O)CN(c2ccccc2)S(=O)(=O)N(C)C)cc1Cl
  8%	-2%	0%	10%	x	-0.3%	11%
> O=c1[nH]cc(-c2ccccc2)c(=O)[nH]1
  x	-14%	x	9%	x	0.3%	-2%[9.22 µM]
> Nc1nc(-c2ccccc2)cc(C(F)(F)F)n1
  1%	2%[46.1 µM]	0%	15%	-8%	0.0%	-7%
> CN(C)C=Nc1nonc1-c1ccccc1
  x	-6%	x	1%	x	2.1%	19%[9.22 µM]
> C=CCn1c(N)c(S(=O)(=O)c2cccs2)c2nc3ccccc3nc21
  6%[38.3 µM]	-9%[46.1 µM]	-3%	17%	6%	0.0%	-4%
> COC(=O)c1c(=O)n(O)c2ccc(OC)cc2[n+]1[O-]
  -10%[38.3 µM]	-16%[46.1 µM]	0%	7%	7%	-0.1%	0%
> O=C(NCc1ccc(F)cc1)c1ccc(N2CCc3ccccc32)c([N+](=O)[O-])c1
  21%	-47%	-3%	x	u	-1.9%	-15%
> O=C(NCc1cccnc1)c1ccc(COc2cccc3ccccc23)o1
  5%[38.3 µM]	-11%[46.1 µM]	-5%	-4%	16%	8.5%	10%
> CCc1c(C(=O)O)[nH]c2ccc(Br)cc12
  10µM*	u	-4%	-4%	-5%	-1.3%	-11%
> O=C(CCC1CCCN(C(=O)c2ccsc2)C1)N1CCN(c2ccccn2)CC1 (stereo not drawn)
  x	-2%	x	1%	x	-1.1%	0%[9.22 µM]
> CC(C)NC(=O)NC(=O)COC(=O)C1CCCN1C(=O)c1cccs1 (stereo not drawn)
  24%[38.3 µM]	15%[46.1 µM]	6%	5%	8%	7.9%	19%[9.22 µM]
> Cc1nn(-c2ccccc2)c2[nH]c(C(F)(F)F)cc(=O)c12
  3%[38.3 µM]	-8%[46.1 µM]	2%	-3%	u	-1.1%	u
> CNC(=O)c1nnn(Cc2ccccc2)c1NC(=O)C(F)(F)F
  23%[38.3 µM]	-3%[46.1 µM]	-1%	-1%	2%	0.1%	12%
> CC(C)(C)OC(=O)N1Cc2cc3ccccc3nc2C1CO (stereo not drawn)
  x	-13%	x	-2%	x	1.1%	-13%[9.22 µM]
> N#Cc1c(NC(=O)Cn2cnc3ccccc3c2=O)oc(-c2ccccc2)c1-c1ccccc1
  8%[38.3 µM]	-13%[46.1 µM]	-2%	4%	u	-0.8%	-4%
> COc1cccc(N2C(=O)C(CC(=O)Nc3ccc(F)cc3)N(C3CCCCC3)C2=O)c1 (stereo not drawn)
  27%[38.3 µM]	-16%[46.1 µM]	-1%	7%	-10%	-1.1%	-16%
> COc1cc(C(=O)N(Cc2cccnc2)Cc2cc3cc4c(cc3[nH]c2=O)OCCO4)cc(OC)c1OC
  -9%[38.3 µM]	-13%[46.1 µM]	0%	1%	-10%	-1.7%	-5%
> COc1ccc(CCNC(=O)CN2CCN(c3ccccc3Cl)CC2)cc1
  41%[activator][38.3 µM]	-19%[46.1 µM]	-1%	1%	8%	-2.4%	-11%

# Other compounds follow.
# Each structure is followed by: IMPase Li inh	NPSR antagonist	KinaseGlo FLuc	CBFb-RUNX1 inh	LMNA splice mod	Epigenetic derep	HttQ103 aggreg
> COc1cccc(N=Nc2c(=O)[nH]n3c(=O)c4c([nH]c23)CCC4)c1
  17%	-38%	-2%	u	9%	-2.0%	20%
> CC(C)CC(C(=O)O)C(C)CC(=O)Nc1ccn(-c2ccccc2)n1 (stereo not drawn)
  5%	7%[46.1 µM]	-4%	-4%	-9%	-2.0%	-7%
> COc1ccc(C)c2sc(NC(=O)C3=COCCO3)nc12
  2%[38.3 µM]	-7%[46.1 µM]	-2%	2%	u	-0.8%	13%
> CCOC(=O)C1CCCN(c2cc(C)nc3cc(-c4ccc(Cl)cc4)nn23)C1 (stereo not drawn)
  15%	-12%[46.1 µM]	-1%	-3%	-14%	-0.8%	u
> O=C(O)CC(NC(=O)C(c1ccccc1)c1ccccc1)c1ccc(F)cc1 (stereo not drawn)
  -10%	-4%	0%	3%	9%[46 µM]	-3.5%	4%
> O=c1c2ccccc2c(/C=N/c2n[nH]c(CCCO)n2)c(O)n1-c1ccccc1Cl
  8%	-29%	-2%	-10%	-12%[46 µM]	-2.6%	2%
> CCC(CC)C(=O)Nc1ccc(Nc2ccccc2)cc1
  4%	16%	3%	-8%	-2%	6.4%	-2%
> Cc1c(C)c2c(c(C)c1O)CC[C@@](C)(C(=O)O)O2
  11%	x	-2%[17.1 µM]	5%[21.7 µM]	-9%	-1.4%[16.9 µM]	x
> COc1cc(CN2CCNC(=O)C2CC(=O)NCCc2ncccc2C)cc(OC)c1 (stereo not drawn)
  19%	-25%	21%	-3%	x	-4.2%	7%
> Cc1cc(C)c2c(CN3CCOCC3)cc(=O)oc2c1C
  x	10%	x	2%	x	1.6%	-2%[9.22 µM]
> O=C(CSc1ccccn1)N1CCN(c2ccc(Cl)cc2)CC1
  14%[38.3 µM]	-12%[46.1 µM]	-2%	1%	-8%	0.0%	-7%
> NC(=O)C1(N2CCCCC2)CCN(c2nc(-c3ccc(Br)cc3)cs2)CC1
  12%[38.3 µM]	-8%[46.1 µM]	-2%	-1%	12%	1.6%	u
> O=C(c1ccccc1C(=O)N1CCN(c2ccccc2F)CC1)N1CCN(c2ccccc2F)CC1
  26%[38.3 µM]	-24%[46.1 µM]	0%	0%	-27%	-1.0%	3%
> O=C(O)c1cnn(-c2nc(-c3ccc(F)cc3)cs2)c1C(F)(F)F
  -5%	-33%	1%	2%	-6%[46 µM]	-4.3%	0%
> CSc1nc(NC(C)(C)C)nc(N2CCOCC2)n1
  1%	3%[46.1 µM]	2%	0%	-17%	-0.8%	-30%
> CCOc1ccc(NC(=S)N(CCc2c(C)[nH]c3ccccc23)Cc2cccnc2)cc1
  21%	-29%	3%	4%[2.36 µM]	u	4.3%	-17%
> S=c1sc2c(Cl)ncnc2n1-c1ccccc1
  9%	21%	2%	-7%	x	-1.6%	u
> COc1ccc(CC(=O)Nc2ccc(-c3noc(-c4ccc(Cl)cc4)n3)cc2)cc1
  3%	4%[46.1 µM]	0%	0%	-7%	0.0%	1%
> Cc1ccc(C(=O)Nc2cc(Cl)ccc2Oc2ccccc2)cc1[N+](=O)[O-]
  x	-20%[46.1 µM]	x	-3%	u	0.0%	-21%
> O=C(NCc1cccnc1)/C(=C/c1ccc(-c2cccc(Cl)c2)o1)S(=O)(=O)c1ccccc1
  33%[activator][38.3 µM]	5µM*	5%	-10%	u	-1.2%	u
> COc1ccccc1CNC(=O)CCc1c(C)nc2cc(-c3ccccc3OC)nn2c1C
  x	-19%	x	-1%	x	2.1%&0.0%	10%[9.22 µM]
> CSc1ccc(/C=N/NC(=O)c2cccc(Cl)c2)cc1
  -11%	-31%	u	-6%	3%	14%	-11%
> O=C(NC1CCSC1=O)C1CCCCC1 (stereo not drawn)
  -4%	-4%	-1%	1%	-1%[46 µM]	4.5%	1%[9.22 µM]
> CCN(CC)CCn1c(=S)[nH]c2ncccc2c1=O
  5%[38.3 µM]	-9%[46.1 µM]	-3%	2%	-5%	4.0%	22%
> CCOc1ccc(N2CSC3=C(C#N)C(c4ccco4)CC(=O)N3C2)cc1 (stereo not drawn)
  u	u	-19%	u	15%	-6.8%	15%
> COC(=O)N[C@@H](CCc1ccccc1)[C@]1(C(=O)OC)CCCC1=O
  9%	x	0%	-11%	x	1.1%	x
> CCOC(=O)N1CCC(N(CCN(C)C)C(=S)Nc2cccc(Cl)c2)CC1
  9%	-20%	2%	5%	x	0.0%	8%
> COc1cc(C(=O)NCc2ccco2)cc(OC)c1OC
  -2%[38.3 µM]	-14%[46.1 µM]	12%	0%	-5%	1.6%	21%
> CCSCCNC(=O)c1cncc(Br)c1
  8%[38.3 µM]	-5%[46.1 µM]	0%	20%	6%	1.0%	-24%
> O=C(COc1ccc2ccccc2c1CN1CCOCC1)N1CCc2ccccc21
  8%[38.3 µM]	-16%[46.1 µM]	-2%	-1%	-15%	0.6%	-5%
> O=C(COC(=O)c1cc(NS(=O)(=O)c2cccs2)ccc1O)Nc1cc(Cl)ccc1Cl
  -14%	-44%	0%	9%	x	0.0%	19%
> Oc1ccc(/C=N/Nc2ccc(C(F)(F)F)cn2)cc1O
  -1%	-47%	4%	7%	x	-2.6%	17%
> O=C(NCc1ccc2c(c1)OCO2)c1ccc(-n2cnnn2)cc1
  16%[38.3 µM]	-6%[46.1 µM]	0%	2%	-3%	-1.5%	7%

# Bioassay records: PubChem BioAssay, National Center for Advancing Translational Sciences (NCATS)
